# Source: PubChem BioAssay
# TCR CD3 inh: human TCR-CD3 binding inhibition; inhibition, % at 9.4 µM; AID 651800; TAMRA-labeled TCR probe fluorescence, biochemical; 360,000 compounds, 0.37% hits; in the data active means inhibition above about 19%;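 further: recombinant mutant TCR 2C K166C tagged with TAMRA read by polarization; 0% = receptor in buffer alone and 100% = receptor with positive control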
# mABHD4 FP: inhibits mouse alpha/beta hydrolase domain 4 | inhibition, % at 8.92 µM | purified mABHD4, FP-Rh probe fluorescence polarization | 370,000 compounds, 0.54% hits;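 active means inhibition exceeding the mean over every tested compound plus 3 SD, cut at about 30% in these data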;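 further: 0% = plate median of compound wells and 100% = S159A mutant with DMSO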
#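 system = mouse ABHD4 enzyme, wild type | medium = HEPES pH 7.0, NaCl, Pluronic buffer | also added = FP-Rh probe | incubation = Enzyme–compound pre-incubation 45 min, then probe 60 min, both 25 °C | technique = fluorescence polarization, excitation 525 nm, emission 598 nm, BODIPY TMR filters | controls = S159A mutant high control, sample median low control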
# LEDGF integ inh: blocks HIV-1 LEDGF/p75-dependent DNA integration; 370,000 compounds, 0.64% hits; TR-FRET IN-LEDGF/p75 DNA integration, Eu/Cy5; inhibition, % at 3.7 µM; AID 743269;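 active means inhibition above the screen-wide mean plus 3 SD, cut at about 13% in these data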;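 further: signal is the Cy5 over europium emission ratio at 671 and 618 nm; 0% = plate median of compound wells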
# TDP2 inh: blocks human TDP2 phosphodiesterase activity; O95551; recombinant TDP2, T5PNP hydrolysis, p-nitrophenol absorbance 415 nm; inhibition, % at 12.8 µM; 370,000 compounds, 0.34% hits; AID 720702;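 active means inhibition above the mean of all tested compounds plus 3 SD, set per campaign, cut at about 25% in these data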;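 further: 0% = DMSO with enzyme and 100% = buffer with substrate but no TDP2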
#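 System – recombinant human TDP2 · Quantity – TDP2 enzyme at 120 nM final · Doses – single concentration, 12.8 µM nominal, with 1% DMSO · Incubation – 2 h at 37 °C · Measured by – epi absorbance of p-nitrophenol freed from T5PNP by hydrolysis · Read-out – % inhibition relative to enzyme-containing and enzyme-free wells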
# SIAE inh: inhibitors of human sialic acid acetylesterase SIAE. Q9HAT2. SIAE FP-Rh probe binding, fluorescence polarization. inhibition, % at 9.66 µM. 370,000 compounds, 0.69% hits;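 active means inhibition above a cutoff: mean of compounds within the control limits plus 3 SD of those, cut at about 17% in these data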;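 further: 0% = plate median of compound wells and 100% = probe without SIAE protein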
# HTRA1 inhibitor: HTRA1 (human) protease inhibition; recombinant HTRA1, FP-rhodamine activity-based probe, fluorescence polarization; AID 504803; inhibition, % at 5.96 µM; 340,000 compounds, 0.5% hits; in the data active means inhibition above about 36%;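 further: 0% = enzyme with DMSO and 100% = wells lacking enzyme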
# PRMT1 FP inh: blocks human protein arginine methyltransferase 1; AID 652257; inhibition, % at 2.79 µM; recombinant PRMT1, activity-based probe fluorescence polarization; 370,000 compounds, 1.3% hits;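 active means inhibition above about 21% made by adding two undisclosed values, limit read from the data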
# Target sequence (Q99873 whole entry, looked up): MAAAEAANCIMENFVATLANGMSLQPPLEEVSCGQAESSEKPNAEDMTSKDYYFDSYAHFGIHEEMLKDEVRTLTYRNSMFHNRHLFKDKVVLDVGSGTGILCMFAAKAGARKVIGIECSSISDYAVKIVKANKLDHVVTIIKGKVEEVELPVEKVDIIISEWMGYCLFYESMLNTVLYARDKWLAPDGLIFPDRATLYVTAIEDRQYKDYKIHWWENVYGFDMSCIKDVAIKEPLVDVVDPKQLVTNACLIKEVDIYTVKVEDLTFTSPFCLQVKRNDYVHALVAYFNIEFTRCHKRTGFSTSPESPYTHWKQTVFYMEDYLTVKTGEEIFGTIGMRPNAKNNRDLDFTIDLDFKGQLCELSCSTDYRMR
# Tn7 DDE FP: DD(E)-Tn7 binding inhibition, primary FP screen; FP displacement of FITC-Tn7 peptide from fibrin DD(E); 0% = median of compound wells per plate; P02675; 370,000 compounds, 0.13% hits; inhibition, % at 8.3 µM;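 active means inhibition above the mean of compounds falling within the control limits plus 3 SD of them, cut at about 14% in these data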;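 further: 0% = plate median of compound wells and 100% = 10 µM Aha-Tn7 peptide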
# Target sequence (P02675 whole entry, looked up): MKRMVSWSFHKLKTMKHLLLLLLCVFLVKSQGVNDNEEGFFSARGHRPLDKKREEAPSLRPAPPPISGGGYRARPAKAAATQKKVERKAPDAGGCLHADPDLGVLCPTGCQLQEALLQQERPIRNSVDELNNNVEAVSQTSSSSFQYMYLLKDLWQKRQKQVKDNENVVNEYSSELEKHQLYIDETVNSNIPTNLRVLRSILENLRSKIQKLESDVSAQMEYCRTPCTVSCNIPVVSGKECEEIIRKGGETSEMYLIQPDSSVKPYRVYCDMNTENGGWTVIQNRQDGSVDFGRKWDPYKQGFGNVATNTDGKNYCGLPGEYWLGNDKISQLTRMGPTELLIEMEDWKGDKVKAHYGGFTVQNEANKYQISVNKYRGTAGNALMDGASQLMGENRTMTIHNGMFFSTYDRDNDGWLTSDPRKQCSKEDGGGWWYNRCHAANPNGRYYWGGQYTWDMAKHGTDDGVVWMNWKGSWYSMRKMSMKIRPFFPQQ
#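 Test system – human fibrin DD(E) · Times – 10 min preincubation, 3 h with tracer, room temperature · Detection – fluorescence polarization of the labelled Tn7 tracer · Measure – percent inhibition normalized to high-control wells · Benchmarks – high control wells with 10 µM unlabelled Aha-Tn7 peptide (full inhibition) · Repeats – singlicate testing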
# PG9 binder: small molecules binding HIV-1 gp120 antibody PG9. TR-FRET gp120-PG9 antibody binding. inhibition, % at 6.7 µM. 360,000 compounds, 0.43% hits; in the data active means inhibition above about 8.5%
# UHRF1 binding: UHRF1 methyl-DNA binding inhibition. Q96T88. UHRF1 binding to methylated oligo, TR-FRET. inhibition, % at 4.4 µM. 370,000 compounds, 0.75% hits. AID 687016; in the data active means inhibition above about 21%;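 further: UHRF1 SRA domain binding a hemimethylated CpG hairpin DNA probe; 0% = median of test compound wells and 100% = reference inhibitor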
# * hit, by the source's call; · = no result given.
SMILES,TCR CD3 inh,mABHD4 FP,LEDGF integ inh,TDP2 inh,SIAE inh,HTRA1 inhibitor,PRMT1 FP inh,Tn7 DDE FP,PG9 binder,UHRF1 binding
COc1ccccc1Cn1nc(C(=O)O)c2ccccc2c1=O,3,4,-2,-7,-6,-6,1,-5,0.1,3
COc1cc(C2C(C#N)=C(N)Oc3n[nH]c(-c4cccnc4)c32)cc(Br)c1O (stereo not given),-4,6,7,31*,2,3,-3,0,-6.0,-6
CN1C(=O)C(Br)(Br)CC1c1cccnc1 (stereo not given),-8,1,-1,13,-3,·,1,-4,-0.5,-3
CC(=O)c1cccc(NC(=O)C2C3C=CC(C4CC34)C2C(=O)O)c1 (stereo not given),1,0,1,2,-2,4,-3,0,-1.3,-4
Cc1ccc(NC(=O)CSc2nnc(COc3ccccc3F)n2N)cc1S(=O)(=O)N1CCOCC1,1,7,4,-11,-7,-5,-2,-3,-4.4,1
NNC(=O)CSc1nnc(-c2ccccc2)n1-c1ccccc1,2,4,7,-12,10,-36,-3,-2,-3.1,0
Cn1c(=O)c2c(-c3ccccc3)n(C3CCCCC3)cc2n(C)c1=O,-2,0,-2,-4,1,9,-1,-5,-0.5,1
COc1cccc(CNC(=O)[C@@H]2CCCN2C(=O)[C@H]2CCCCN2C(=O)c2cccc(Cl)c2)c1,-13,12,-4,10,10,·,3,2,1.2,1
Cc1ccc(-n2nc(C)c3c(C)c(CCC(=O)Nc4ccc(CN5CCCC5)cc4)c(C)nc32)cc1,0,-5,-3,1,-9,-15,2,4,-0.1,4
O=C(c1ccco1)N1CCCC(c2nc(-c3ccc(S(=O)(=O)NCc4ccccc4)cc3)no2)C1 (stereo not given),4,-15,1,5,-3,-4,-1,3,0.2,-1
CN(C)CCCN(C(=O)c1ccc(S(=O)(=O)N2CCOCC2)cc1)c1nc2cc3c(cc2s1)OCO3,16,7,-1,-16,-1,5,1,-2,1.4,0
Cc1cccc(N2C(=O)C(Oc3ccc(Cl)cc3Cl)C2C=O)c1C (stereo not given),5,-3,4,-5,1,-38,-3,-9,-2.1,1
CC12CCC(C(=O)N3CCN(Cc4ccccc4)CC3)(OC1=O)C2(C)C (stereo not given),-1,2,3,0,-5,-3,-1,3,-1.0,-7
CC(C)(C)c1cc(C(=O)NCc2ccco2)ccn1,8,-3,-2,3,0,1,-1,-3,-1.7,6
COC(=O)CCSCC(=O)Nc1nnc(C)s1,-5,8,2,6,0,-5,-1,10,-0.5,-1
Cc1nn(-c2ccccc2)c(-c2ccccc2[N+](=O)[O-])c1CC#N,0,3,1,9,-16,·,-1,1,-0.8,-2
CCOc1ccc2nc(SCC(=O)N(CCOC)c3c(N)n(Cc4ccccc4)c(=O)[nH]c3=O)[nH]c2c1,-3,0,0,-4,-1,2,4,7,0.9,1
C/C(CC(=O)Nc1cc(C)ccn1)=N\NC(=O)c1cccc(C)c1,-6,0,3,6,-3,-1,-1,3,-3.1,-10
COC(=O)c1cc(Br)c(=O)n(CCN2CCCC2)c1,6,8,-1,4,-1,-2,-4,2,0.6,5
CCN1CCN(c2ncnc3scc(-c4ccc(C)cc4)c23)CC1,2,3,-3,9,7,7,-3,-3,-1.0,0

# Compound profiles, as listed above. Screens in order: TCR CD3 inh | mABHD4 FP | LEDGF integ inh | TDP2 inh | SIAE inh | HTRA1 inhibitor | PRMT1 FP inh | Tn7 DDE FP | PG9 binder | UHRF1 binding
# `CC12CCC(C(=O)N3CCN(Cc4ccccc4)CC3)(OC1=O)C2(C)C` (stereo not given) is entered as -1 | 2 | 3 | 0 | -5 | -3 | -1 | 3 | -1.0 | -7
# `CN(C)CCCN(C(=O)c1ccc(S(=O)(=O)N2CCOCC2)cc1)c1nc2cc3c(cc2s1)OCO3` is entered as 16 | 7 | -1 | -16 | -1 | 5 | 1 | -2 | 1.4 | 0
# `CCN1CCN(c2ncnc3scc(-c4ccc(C)cc4)c23)CC1` is entered as 2 | 3 | -3 | 9 | 7 | 7 | -3 | -3 | -1.0 | 0
# `CCOc1ccc2nc(SCC(=O)N(CCOC)c3c(N)n(Cc4ccccc4)c(=O)[nH]c3=O)[nH]c2c1` is entered as -3 | 0 | 0 | -4 | -1 | 2 | 4 | 7 | 0.9 | 1
# `Cc1cccc(N2C(=O)C(Oc3ccc(Cl)cc3Cl)C2C=O)c1C` (stereo not given) is entered as 5 | -3 | 4 | -5 | 1 | -38 | -3 | -9 | -2.1 | 1

# More entries.
SMILES,TCR CD3 inh,mABHD4 FP,LEDGF integ inh,TDP2 inh,SIAE inh,HTRA1 inhibitor,PRMT1 FP inh,Tn7 DDE FP,PG9 binder,UHRF1 binding
CCCCN(C(=O)CN1CC(C)OC(C)C1)c1c(N)n(CC(C)C)c(=O)[nH]c1=O (stereo not given),4,-5,4,-5,2,0,-6,3,0.5,-1
Cc1cc(N2C(=O)C(O)=C(C(=O)c3cc4ccccc4o3)C2c2ccc(Cl)cc2)no1 (stereo not given),-10,-7,7,6,-10,-39,8,-1,26*,2
Cn1ccnc1SCC(=O)N1CCc2ccccc21,-4,5,4,2,0,5,-2,-3,-2.9,3
N#CCc1ccc(NC(=O)c2ccc(S(=O)(=O)N3CCCC3)cc2)cc1,-5,-3,1,2,5,-8,4,3,0.3,6
O=C1NCCN1c1ncc([N+](=O)[O-])s1,-2,0,0,2,-4,7,2,1,-0.3,-1
Cc1ccc(Cn2nnc3c(=O)[nH]c(C(=O)NCc4ccco4)nc32)cc1,5,-4,8,8,-1,1,2,-4,-2.3,17
O=C(Nc1ccc2c(c1)OCCO2)C1CCCN(c2ncccn2)C1 (stereo not given),-2,1,-4,-8,5,-3,2,1,-2.1,5
Cc1cccc(C)c1NC(=S)NCCCN1CCCC1=O,-2,11,-1,-8,-4,-2,-2,-3,-1.2,-1
CCCc1cc(=O)n2nc(N3CCC(C(=O)N4CCN(c5cccc(OC)c5)CC4)CC3)sc2n1,0,1,0,-14,0,-4,1,3,-1.1,2
COc1ccc(/C=C(/NC(=O)c2ccc(C)cc2)c2nc3ccccc3[nH]2)cc1OC,6,6,-2,-14,4,-10,-5,-3,-3.5,-4
O=C(Nc1ccncc1)c1ccc(N2CCCC2=O)cc1,5,3,1,-9,-3,3,-3,-6,-2.9,0
COc1cc(C(C(=O)NC2CCCCC2)N(Cc2ccco2)C(=O)c2cnccn2)cc(OC)c1OC (stereo not given),-2,7,2,-4,-3,10,1,1,-0.5,1
CCOC(=O)[C@]12CCCC=C1N(Cc1ccc(OC)cc1)C(=O)[C@@H]2CC(=O)NCCc1ccccc1OC,·,1,-1,-6,1,·,-3,0,·,-4
CC1CN(S(=O)(=O)c2ccc(C(=O)NCCCn3ccnc3)cc2)CC(C)O1 (stereo not given),-2,2,3,4,5,-2,1,1,-0.9,1
COCC(C)n1c(SCC(=O)NC2CCCCC2)nc2ccccc2c1=O (stereo not given),2,-1,6,4,-2,4,2,-6,-0.3,3
COc1ccc(-c2cc(C(=O)Nc3cc(OC)c(OC)c(OC)c3)no2)cc1,0,3,2,4,-6,-2,-4,-8,2.5,0
Cc1nc(COC(=O)c2cc(O)c3ccccc3c2O)cs1,-3,13,-1,26*,-2,0,11,-4,-0.2,-5
O=C(O)/C=C/C(=O)N1CCc2ccccc21,1,9,2,-1,9,8,-5,-3,-2.0,2
COc1ccc(C2N(c3ccc(C)cc3)CCN2c2ccc(C)cc2)cc1O,2,4,-2,-3,8,5,-2,-3,1.1,-1
COc1cc(/C(=C/c2ccccc2)c2ccccc2)c2c(c1)oc1ccccc12,-6,-2,-1,-9,-2,-20,0,0,-0.8,4
CCCCCN(C(=O)CCC(=O)OC(C)C(=O)c1ccc(Cl)cc1)c1c(N)n(CCCC)c(=O)[nH]c1=O (stereo not given),0,-2,-2,11,10,-10,-2,-3,0.9,-1
COC(=O)C1(S(=O)(=O)c2cccc3nsnc23)CC1,2,-5,7,4,-2,8,-1,1,-0.7,-1
Cc1[nH]c2ccccc2c1SCC(=O)N1CCCCC1,0,-8,-1,-4,10,-5,10,-1,0.0,3
Cc1ccc(Cn2ccc(NC(=O)c3nn(C)cc3Cl)n2)cc1,-8,0,-6,4,-2,-7,0,6,-1.0,0
Cc1ncc(CO)c(CO)c1O,1,5,3,0,1,2,2,4,0.5,0
Fc1ccccc1N1CCN(C2CCCN(Cc3ccccc3C(F)(F)F)C2)CC1 (stereo not given),-4,-7,16*,-23,1,5,-2,-6,-3.5,0
COc1cc(NC(=O)Nc2ccccc2OC)c(OC)cc1NC(=O)CN1CCCCC1,4,6,0,-14,4,12,-1,0,-1.5,-1
O=C1CCC/C=C\C[C@H](CC(=O)N(CCO)Cc2ccccc2)C(=O)N2CCC[C@@H]2CO1,11,3,-1,-6,-2,10,-1,1,-0.5,-2
COCCN1C[C@@H](CO)O[C@@H](n2cnc3c(NCCCO)ncnc32)C1,4,1,-5,3,9,·,4,3,-0.5,0
Cc1ccc(-n2c(=S)sc3c(=O)n(-c4ccc(F)cc4)c(SCC(=O)O)nc32)cc1C,-2,0,0,-11,-1,7,6,4,1.9,0
COc1ccc(N2CCC(CNC(=S)Nc3c(C)cc(C)cc3C)C2)cc1 (stereo not given),7,12,1,9,18*,10,6,0,-3.2,-4
OCC[C@H]1C[C@H](O)[C@@H](O)[C@]2(CCc3ccccc3CO2)O1,-2,-5,0,8,3,-10,-4,-4,0.9,-2
O=C(NC(=S)Nc1ccc(S(=O)(=O)NC2CCCCC2)cc1)c1cccs1,2,-29,-1,8,-20,-107,-1,0,-3.1,0
